CHO-K1 Ca ag: nonselective activator or artifact in parental CHO-K1 cells; activation, % at 3 µM; Fluo-8 calcium fluorescence; scaled to maximal ATP response, vehicle zero; hit rate 0.48% among 360,000; AID 602248; in the data active means activation above about 15%;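 further: untransfected CHO-K1 host cells lacking M1 receptor as counterscreen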
OXTR potentiate: potentiators of human oxytocin receptor. AID 2445. activation, % at 3 µM. CHO-OTR cells, Fluo-8 calcium fluorescence, potentiator mode; 0% = oxytocin EC15, 100% = EC100. P30559. hit rate 0.061% among 320,000;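 active means activation above that plate's cutoff, the mean activation of tested compounds plus 3 SD, cut at about 6.6% in these data, passing the limit was not always enough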;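 further: 100% uses oxytocin at 75 nM as the full agonist control; some results filed as inactive read as strong as hits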
Target sequence (P30559 whole entry, looked up): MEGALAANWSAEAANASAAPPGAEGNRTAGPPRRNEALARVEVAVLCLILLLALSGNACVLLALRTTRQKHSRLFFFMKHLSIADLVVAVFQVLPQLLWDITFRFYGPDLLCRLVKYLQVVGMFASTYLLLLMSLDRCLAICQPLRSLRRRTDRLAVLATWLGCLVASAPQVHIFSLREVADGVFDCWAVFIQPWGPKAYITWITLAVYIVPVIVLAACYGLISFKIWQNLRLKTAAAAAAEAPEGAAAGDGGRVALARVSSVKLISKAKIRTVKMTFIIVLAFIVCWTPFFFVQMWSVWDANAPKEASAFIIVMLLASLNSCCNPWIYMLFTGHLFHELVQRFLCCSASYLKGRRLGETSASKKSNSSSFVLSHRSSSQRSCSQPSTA
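Measured by – Fluo-8 calcium dye fluorescence · Test system – human OTR in CHO cells · Dosing – one concentration, 3.0 µM compound · Controls – EC15 oxytocin alone as 0%, 75 nM oxytocin as 100% · Evaluation – normalized max/min fluorescence ratio, % activation · Timing – 6 min pre-incubation, 100 s read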
CHO parental Ca: counter-screen for OX1R antagonists: effect in parental CHO cells. parental CHO-K1, ATP-induced calcium, Fluo-8 fluorescence. inhibition, % at 5.6 µM. hit rate 0.63% among 330,000. AID 463079;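 active means inhibition above that plate's mean sample inhibition plus 3 SD, cut at about 26% in these data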;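 further: 0% = ATP-challenged DMSO wells and 100% = DMSO wells without ATP; some compounds past the cut are filed as inactive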
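Material: Parental CHO cells | Reagent: ATP | Compound dosing: Single nominal dose of 5.6 µM per compound | Detection: Intracellular calcium via Fluo-8 no-wash fluorescent dye | Read-out: % inhibition of ATP-induced calcium mobilization | Benchmarks: Low control ATP plus DMSO, high control DMSO only | Replicates: Singlicate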
TAAR1 antag: human TAAR1 antagonism; CHO RD-HGA16 TAAR1, Fluo-8 calcium fluorescence, antagonist; inhibition, % at 3 µM; hit rate 1.5% among 360,000; AID 624466;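 active means inhibition above a per-plate cutoff, the mean inhibition of test compounds on that plate plus 3 SD, cut at about 49% in these data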;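 further: 0% = DMSO plus EC80 beta-PEA response and 100% = DMSO alone without agonist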
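Test system – hTAAR1-expressing CHO RD-HGA16 cells, Gα16-coupled · Reagent – β-PEA at EC80 concentration, post-compound challenge · Compound dosing – 3 µM, single point · Timing – 140 s kinetic read after compound, 140 s after agonist · Detection – Fluo-8 intracellular calcium dye fluorescence, real-time kinetic reads · Control set – DMSO and EC80 PEA controls · Repeats – n of 1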
CHO-K1 Ca antag: M1 antagonist counterscreen hit in parental CHO-K1 cells; ATP-induced calcium, Fluo-8 fluorescence; inhibition, % at 3 µM; hit rate 0.6% among 360,000;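 active means inhibition above a per-plate cutoff, the plate's mean sample inhibition plus 3 SD, cut at about 24% in these data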;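 further: 0% = DMSO plus EC80 ATP and 100% = DMSO alone without ATP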
GPR7 antag: blocks human GPR7 receptor signaling. P48145. GPR7-expressing cells, fluorescence antagonist assay. inhibition, % at 4.4 µM. hit rate 1.1% among 290,000; in the data active means inhibition above about 16%, passing the limit was not always enough;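 further: cells stimulated with the agonist NPW; 0% = agonist with vehicle and 100% = vehicle without agonist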
OXTR ag: activates the human oxytocin receptor. hit rate 0.32% among 320,000. AID 2435. CHO-OTR cells, Fluo-8 calcium fluorescence; normalized: DMSO 0%, oxytocin 100%. activation, % at 3 µM;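 active means activation above the mean of all tested compounds plus 3 SD, cutoff set per screening run, cut at about 20% in these data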;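 further: peak over basal fluorescence ratio from a 100 s FLIPR kinetic read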
CHO-K1 Ca PAM: counter-screen for M1 PAMs: effect in parental CHO-K1 cells; hit rate 0.02% among 360,000; AID 602247; activation, % at 3 µM; ATP EC20, Fluo-8 calcium fluorescence; 0% at ATP EC20, 100% at ATP max;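 active means activation above the run cutoff, the mean activation of all test compounds plus 3 SD, cut at about 40% in these data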;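 further: peak over basal fluorescence ratio in a 140 s read after ATP addition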
V1R ag counter: counter-screen for oxytocin receptor agonists: human V1a receptor agonists | AID 2797 | hit rate 0.25% among 320,000 | P37288 | activation, % at 3 µM | CHO-V1R cells, Fluo-8 calcium fluorescence, agonist mode; 0% DMSO, 100% 3 nM vasopressin;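 active means activation above the mean activation of all tested compounds plus 3 SD, per screening run, cut at about 20% in these data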;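 further: signal is peak over basal fluorescence ratio across a 100 second FLIPR read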
Target sequence (P37288 whole entry, looked up): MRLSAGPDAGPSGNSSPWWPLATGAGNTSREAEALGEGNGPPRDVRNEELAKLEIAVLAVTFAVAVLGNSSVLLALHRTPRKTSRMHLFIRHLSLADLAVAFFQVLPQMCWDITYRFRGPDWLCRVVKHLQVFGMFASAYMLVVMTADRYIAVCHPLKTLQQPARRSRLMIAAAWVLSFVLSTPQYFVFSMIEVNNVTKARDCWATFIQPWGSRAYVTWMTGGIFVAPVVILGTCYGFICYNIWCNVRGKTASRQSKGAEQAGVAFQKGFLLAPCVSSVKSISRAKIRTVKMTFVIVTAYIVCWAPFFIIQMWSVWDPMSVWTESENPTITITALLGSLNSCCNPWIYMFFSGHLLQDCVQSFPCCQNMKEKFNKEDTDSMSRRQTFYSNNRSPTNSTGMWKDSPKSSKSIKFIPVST
* = called active by the depositor; / = no result given. An unsorted share of the library, and some 3.5% of all compounds hit somewhere here.

Every second line gives: CHO-K1 Ca ag	OXTR potentiate	CHO parental Ca	TAAR1 antag	CHO-K1 Ca antag	GPR7 antag	OXTR ag	CHO-K1 Ca PAM	V1R ag counter
Cc1cc([N+](=O)[O-])nn1CCC(=O)Nc1nccs1
 : 0.6	-5	-14	-17	-4	-4	0.3	24	-0.3
CCC(=O)Nc1cc(OC)cc(OC)c1
 : 4.7	-17	-8	-11	-1	-9	-0.1	5	0.0
CCOC(=O)c1ccc(S(=O)(=O)N2CCN(CC(O)COc3cccc(C(C)=O)c3)CC2)cc1 (stereo unspecified)
 : 2.4	/	/	-2	-14	9	/	8	/
Cc1cc(C)nc(SCC(=O)c2ccc(O)c(O)c2)n1
 : 0.0	-6	-3	-2	3	6	0.2	1	1.0
CCc1cccc(NS(=O)(=O)c2c(C)nc3sc(CC)nn3c2=O)c1
 : 2.2	-9	-13	-5	1	21*	4.6	3	6.0
COC(=O)c1cn(-c2ccccc2)c(C)c1C(=O)OC
 : -0.8	-4	-6	-33	8	-13	4.3	-6	-0.2
O=C(O)CCCn1cc(NC(=O)COc2ccccc2[N+](=O)[O-])cn1
 : 1.9	-7	-1	7	-12	-15	-0.1	20	1.1
CCOc1ccc(N(CC(=O)NCCc2ccccc2)C(=O)CCC(=O)Nc2nccs2)cc1
 : 0.1	-3	-17	7	-9	-6	2.1	9	1.7
COc1ccc(-c2cnnc(N/N=C/c3ccc(O)c(O)c3)n2)cc1
 : 0.5	-5	0	12	-1	7	-2.7	7	-1.3
COCCNC(=S)N(C)[C@H]1C[C@H]2c3cc(-c4ccccc4)ccc3CCN2C(=O)[C@H]1[C@H](C)O
 : 0.7	/	/	0	-11	/	/	-5	/
COc1ccc(Br)cc1CN1CCN(c2ncccn2)CC1
 : 0.7	2	-10	-25	-2	/	-2.4	5	-0.6
Nn1c(Cc2ccccc2F)nnc1SCCOc1ccc(Cl)cc1
 : 2.5	-7	-13	4	-5	-3	-0.6	28	0.9
CCCCn1c(SCC(=O)c2ccc3c(c2)NC(=O)CO3)nc2cc(S(N)(=O)=O)ccc21
 : 0.0	-8	6	-5	2	-15	-0.5	-12	-0.2
COc1ccc(CCN(C)C(=O)c2ccc(C)c(S(=O)(=O)N3CCCCC3)c2)cc1OC
 : 0.4	-7	-18	7	5	/	-0.1	-12	-0.3
CC(=O)Oc1cccc(C(=O)Nc2ccccc2NC(=O)c2cccc(OC(C)=O)c2)c1
 : 4.0	-10	14	35	15	13	3.3	14	5.2
OCCN1CCN(CC(O)COc2ccc3c(c2)OCO3)CC1 (stereo unspecified)
 : -0.3	1	-4	-6	1	-2	0.3	6	1.3
CCOC(=O)C1CCC(=O)N1Cc1c[nH]c2ccccc12 (stereo unspecified)
 : 0.9	/	/	-20	-5	/	/	10	/
CN1CCNC(=O)C1CC(=O)N1CC=C(c2ccc(F)cc2)CC1 (stereo unspecified)
 : -0.2	-10	-3	-19	6	-7	0.8	-4	1.9
Cc1nn(C)cc1S(=O)(=O)Nc1ncccn1
 : 0.9	-10	6	-16	-1	-2	-0.3	12	0.5
O=C1c2ccccc2-c2ccc(C(=O)N3CCOCC3)cc21
 : 0.3	-11	4	-8	-3	-4	-0.1	11	0.8
CCSc1nnc(SCC(=O)NNC(=O)c2ccccc2F)s1
 : 2.8	-5	8	-7	-16	-10	-0.1	13	0.9
O=C1COc2ccc(S(=O)(=O)Nc3ccc(F)cc3)cc2N1
 : 4.0	-9	-6	-4	-12	-3	4.5	-8	5.5
O=C(c1cnn2c(C(F)(F)F)cc(-c3cccs3)nc12)N1CCOCC1
 : 1.2	-14	-2	6	-1	0	-0.7	4	0.0
CC(=O)Nc1ccc(NC(=O)CSCCc2ccccn2)cc1
 : 0.4	-1	-7	-3	5	3	-0.3	-10	0.2
CCC(CC)=NNC(=O)c1ccccc1OCc1ccc(F)cc1
 : 0.2	-12	-31	19	-7	-6	-1.9	14	1.0
Cc1cn([C@H]2C[C@H](O)[C@@H](CNCc3ccc(N4CCN(C)CC4)cc3F)O2)c(=O)[nH]c1=O
 : -0.1	/	/	-6	-6	/	/	14	/
Cn1c(=O)c(C(=O)COC(=O)c2cc(C(F)(F)F)nc3ccccc23)c(N)n(Cc2ccccc2)c1=O
 : /	-2	-15	18	/	-14	-0.2	/	-0.3
CCSc1nnc(-c2ccc(OC)cc2)o1
 : 0.4	-12	-10	2	-14	-10	-1.5	9	0.7
CC(Oc1ccc2c(c1)c1ccnc3c4ccccc4c(=O)n2c13)C(=O)NCCN1CCOCC1 (stereo unspecified)
 : 1.2	-5	-19	-1	9	-12	-0.3	-15	-0.1
CCOC(=O)CSc1nc(N)c(C(=O)Nc2ccc(N(C)C)cc2)s1
 : 3.0	-4	-20	18	-9	-8	2.3	10	1.4
COc1ccc(N(C(C)=O)S(=O)(=O)c2cccs2)cc1
 : 0.4	-15	-9	-21	-8	2	-0.6	15	2.0
CCN(C(=O)C1CCCO1)c1ccccc1 (stereo unspecified)
 : 0.7	5	-8	-6	-6	-3	1.3	13	0.5
C=CCn1c(-c2ccccc2)cc(SC)c(C#N)c1=O
 : 0.6	-6	-21	-11	7	-1	-1.1	13	1.7
Fc1ccc(CNCc2ccccc2Cl)cc1
 : 0.5	-5	7	1	1	19*	0.1	-13	0.1
COC(=O)c1ccc(NC(=O)CO/N=C2\CCCc3nonc32)cc1
 : 3.4	-2	4	-12	-19	-5	1.1	5	0.5
CSC[C@H]1CN(c2ccccc2)C(=O)[C@@H]1CC(=O)Nc1ccccc1
 : 1.3	/	/	-4	-9	/	/	7	/
Cc1ccsc1/C=N/NC(=O)c1cc(-c2ccncc2)nc2ccccc12
 : 3.3	-8	-19	36	-4	1	2.3	11	-0.4
O=C(NC1CC1)C1CCN(C2CCN(C(=O)/C=C/c3ccc(F)cc3)CC2)CC1
 : 0.1	-1	6	9	-3	-10	0.4	15	0.7
Cc1ccc(S(=O)(=O)c2cc(N3CCOCC3)nc(-c3ccccc3)n2)cc1
 : 0.0	-22	-8	-12	-10	8	-1.0	23	0.8
O=C(CCn1nnc(-c2cccs2)n1)N1CCc2ccccc2C1
 : 0.5	-2	-10	-10	-3	4	-0.6	9	0.6
CCCCCCCCCCCCCCC(O)C[N+](C)(CCO)CCO (stereo unspecified)
 : 0.0	/	/	77*	-12	/	/	16	/
COc1cc(CC(NC(C)=O)C(=O)NC2CCN(C(=O)c3ccc(C)cc3)CC2)cc(OC)c1 (stereo unspecified)
 : 0.1	-9	-2	-24	-6	-3	-0.4	-11	-0.3
CCOC(=O)c1cc2c(c(CCO)n1)[C@H](CCO)N(S(=O)(=O)C(C)(C)C)C2
 : 0.0	/	/	-5	-10	/	/	-2	/
Cn1ncc(Cl)c1C(=O)NNC(=O)Nc1cccc2ccccc12
 : 0.6	/	/	-7	5	-4	/	-18	/
O=C(NC(=S)NNS(=O)(=O)c1ccc(Cl)cc1)c1cccnc1
 : -0.3	-7	10	5	16	-8	1.1	-16	0.1
COc1ccc(NC(=O)c2cc(-c3cccs3)on2)cc1OC
 : 1.4	-3	-7	13	8	-15	3.5	-5	2.2
COCCN(C(=O)CCC(=O)Nc1ccccn1)C(C(=O)NCCC(C)C)c1ccc(F)cc1 (stereo unspecified)
 : 0.3	-8	-20	0	-15	2	0.0	2	-0.1
CC(OC(=O)CN1C(=O)NC2(CCCCC2C)C1=O)c1ccccc1 (stereo unspecified)
 : 0.4	-2	-18	-2	-12	/	-2.3	-10	-0.5
CCOc1ccc(C(=O)NCC(=O)NCC(c2cccs2)N2CCOCC2)cc1 (stereo unspecified)
 : 1.1	0	-15	-26	-12	/	-1.2	3	-0.7
Cc1ccc(/C=N/n2cnc3sc4c(c3c2=O)CCCC4)o1
 : -0.1	-6	-13	-22	-16	-13	-1.0	22	-0.7
CC1CC/C(=N/Nc2ccccc2)C(=O)N1 (stereo unspecified)
 : 0.0	-7	-8	-5	-5	3	0.0	15	0.3
NC(=O)[C@H]1CC2(CC(c3cccc(NC(=O)CC(c4ccccc4)c4ccccc4)c3)=NO2)CN1C(=O)C(c1ccccc1)c1ccccc1 (stereo partly specified)
 : 0.1	-1	-5	15	-1	/	1.4	10	1.9
COc1ccc(CN(C)C(=O)CNC(=O)c2ccc(C)cc2)cc1
 : 0.2	-10	-18	-7	-9	0	-1.2	2	-1.2
Cc1nnc(-c2ccccc2)c[n+]1[O-]
 : 0.1	-5	3	6	-5	-9	0.6	15	0.9
CCOC(=O)C1=C(C)N(CCCC(=O)O)C(=O)NC1c1cccs1 (stereo unspecified)
 : 0.2	1	3	-17	-2	/	-0.2	13	-0.1
COc1cccc(-c2cccc(NC(=O)C3CCN(Cc4ccc(C)o4)CC3)c2)c1
 : 2.0	0	-19	-25	-12	-1	1.3	10	1.2
COc1ccccc1NC(=O)CSc1nc2ccccc2n1C(C)=O
 : 3.7	-3	-17	12	-10	21*	1.9	13	1.7
Cc1ccc2nc(-c3ccccc3)c(Cc3ccccc3C(F)(F)F)n2c1
 : 0.5	/	/	-9	-16	/	/	14	/
